EPAC2 ag = qHTS for Agonist of cAMP-regulated guanine nucleotide exchange factor 4 (EPAC2): primary screen | Potency, µM (highest dose often 154 µM), for inactives: top-dose activation, actives largely listed as activators | AID 720711, 2013 | EPAC2 activation, biochemical qHTS; response scale: 100% = 6.5 mM cAMP response | 0.079% of 360,000 active; further: potency means the concentration at half of the fitted maximal effect; nearly all actives have a fitted effect of over 50% in size
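Setup: EPAC2 100 nM, labeled Rap1B complex 250 nM, free GDP 50 uM. Compound titrations pinned in, brief spin, 5 min room temperature incubation. Kinetic fluorescence read over 30 min, normalized to 6.5 mM cAMP.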
EPAC1 antagonist = qHTS for Antagonist of cAMP-regulated guanine nucleotide exchange factor 3 (EPAC1): primary screen; AID 720709, 2013; EPAC1 GEF assay, Rap1b-BODIPY-GDP exchange fluorescence; Rap guanine nucleotide exchange factor 3 (Homo sapiens), O95398; 0.14% of 360,000 active; Potency, µM (doses to about 115 µM), for inactives: at the top dose activity change, negative = inhibition, usual class: inhibitors;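 further: potency means the concentration at half of the fitted maximal effect; plate controls were vehicle for no effect and positive control for full effect; nearly all actives have a fitted effect of over 50% in size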
WRN inhibitor = qHTS for Inhibitors of WRN Helicase. AID 651768, 2012. 0.46% of 360,000 active. Bifunctional 3'-5' exonuclease/ATP-dependent helicase WRN (Homo sapiens), Q14191. Potency, µM (series often up to 114 µM), without a hit: top-dose activity change, negative = inhibition, usual class: inhibitors. WRN helicase unwinding, fluorescent forked duplex, kinetic; further: potency means the concentration at half of the fitted maximal effect; on the % scale 0 is the no-effect control and ±100 the full control effect; nearly all actives have a fitted effect of over 55% in size
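Kinetic fluorescence helicase assay: unwinding of a quenched forked DNA duplex (100 nM final) with 2 mM ATP final raises red fluorescence (525/598 nm). Compounds sat 15 min at room temperature with 20 nM WRN beforehand.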
EPAC1 ag = qHTS for Agonist of cAMP-regulated guanine nucleotide exchange factor 3 (EPAC1): primary screen | Potency, µM (series often up to 154 µM), without a hit: at the highest dose activation, hits mostly activators | Rap guanine nucleotide exchange factor 3 (Homo sapiens), O95398 | EPAC1 agonist qHTS, biochemical assay; response scale: 100% = response to 6.5 mM cAMP | 0.073% of 360,000 active; further: potency means the concentration at half of the fitted maximal effect; nearly all actives have a fitted effect of over 60% in size
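Nucleotide exchange assay: 100 nM EPAC1 with 250 nM Rap1B loaded with BODIPY-GDP and 50 uM GDP, room temperature. Fluorescence (480/540 nm) read every 5 min for 30 min; signal change normalized to 6.5 mM cAMP as full agonist.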
PLK1 PBD block = qHTS for Inhibitors of PLK1-PDB (polo-like kinase 1 - polo-box domain): Primary Screen. Serine/threonine-protein kinase PLK1 (Homo sapiens), P53350. Plk1 PBD binding of FITC phosphopeptide, fluorescence polarization. Potency, µM, inactives show max response, negative = inhibition, actives largely listed as inhibitors. 2.8% of 360,000 active; further: potency means the concentration at half of the fitted maximal effect; series mostly up to about 57 µM; on the % scale 0 is the no-effect control and ±100 the full control effect; nearly all actives have a fitted effect of over 65% in size
Target sequence (P53350 whole entry, looked up, the tested form may be a part): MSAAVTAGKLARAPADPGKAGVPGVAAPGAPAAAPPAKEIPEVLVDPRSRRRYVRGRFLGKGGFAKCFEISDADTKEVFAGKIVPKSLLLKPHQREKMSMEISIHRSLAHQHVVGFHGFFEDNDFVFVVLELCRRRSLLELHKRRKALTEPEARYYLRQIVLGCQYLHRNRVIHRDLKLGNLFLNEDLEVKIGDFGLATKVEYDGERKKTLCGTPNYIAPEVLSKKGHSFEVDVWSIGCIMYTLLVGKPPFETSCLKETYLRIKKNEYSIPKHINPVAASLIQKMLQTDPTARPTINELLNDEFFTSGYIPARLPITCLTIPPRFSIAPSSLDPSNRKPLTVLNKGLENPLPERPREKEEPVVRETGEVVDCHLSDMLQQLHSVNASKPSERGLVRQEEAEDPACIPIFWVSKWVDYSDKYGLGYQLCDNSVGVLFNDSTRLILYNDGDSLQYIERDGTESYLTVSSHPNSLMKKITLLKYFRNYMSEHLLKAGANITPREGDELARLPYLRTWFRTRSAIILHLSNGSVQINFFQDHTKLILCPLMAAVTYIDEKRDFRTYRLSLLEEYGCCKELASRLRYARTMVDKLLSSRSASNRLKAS
IL2 activator = qHTS of IL-2 Activators. activation, % (series mostly up to about 46 µM). AID 652025, 2013. 0.065% of 360,000 active. IL-2 activation reporter assay, cell-based qHTS; stimulated with anti-CD3/CD4/CD28 beads; in transgenic mouse T cells; in the data active means activation above about 50%; inconclusive means mostly about 30% to 49%; further: 0% is about no effect
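First, unstimulated transgenic mouse T cells were exposed to compound for 60 min. Next, anti-CD3/anti-CD4-coated beads with anti-CD28 were added. Finally, after 18 h at 37 degrees C, EGFP and DsRed were imaged.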
CCT chaperon mod = High-Throughput Screening for Modulators of Cytosolic Chaperonin Activity. purified chaperonin ATPase assay, HTRF ADP detection, 30 min. activity change, % (no concentration beside the values), hits read low. 0.3% of 360,000 active; in the data active means activity change below about -30%; further: on the % scale 0 is the no-effect control and ±100 the full control effect
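ATPase activity: ADP formed was measured by HTRF Transcreener (665/615 nm ratio) after 30 min at 37 deg C with 10 uM ATP. Compounds screened at one 76 uM concentration against 40 or 20 nM TRiC in Tris pH 7.4/KCl/MgCl2/DTT buffer.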
PI5P4Ka inh = qHTS for Inhibitors of phosphatidylinositol 5-phosphate 4-kinase (PI5P4K). Phosphatidylinositol 5-phosphate 4-kinase type-2 alpha (Homo sapiens), P48426. PI5P4Kalpha enzyme, ADP-Glo luminescence, 60 min; hits give low values. max response, %. 1.2% of 330,000 active. AID 652105, 2013; active means max response of -50% or lower; inconclusive means between -30% and -50%; inactive means -30% or higher; further: value at the top dose of about 77 µM; on the % scale 0 is the no-effect control and ±100 the full control effect
Target sequence (P48426 whole entry, looked up): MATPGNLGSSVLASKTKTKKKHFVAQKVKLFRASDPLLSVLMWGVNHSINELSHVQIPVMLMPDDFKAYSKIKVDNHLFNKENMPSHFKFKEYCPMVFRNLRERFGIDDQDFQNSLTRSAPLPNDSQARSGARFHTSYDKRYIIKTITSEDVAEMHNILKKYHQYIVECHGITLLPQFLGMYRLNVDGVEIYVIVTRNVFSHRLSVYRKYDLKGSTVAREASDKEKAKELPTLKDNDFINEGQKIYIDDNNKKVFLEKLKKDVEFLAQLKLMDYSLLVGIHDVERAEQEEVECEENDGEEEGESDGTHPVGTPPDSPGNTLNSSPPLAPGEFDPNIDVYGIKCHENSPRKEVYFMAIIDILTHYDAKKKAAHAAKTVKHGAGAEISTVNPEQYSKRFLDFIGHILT
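qHTS, 1536-well: enzyme/substrate mix, compound by pin tool, 5 microM ATP final; RT 60 min; ADP-Glo reagents 1 (45 min) then 2 (30 min); luminescence.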
The depositor's hits bear a star; ? = inconclusive; / = no result given; [ ] = another dose, or the depositor's remark. Unless noted, the call rests on the fitted dose curve; in most records, active means well fitted curve in the direction sought with a large enough effect; inconclusive means small, poorly fitted or top-dose-only effect, or another doubt; inactive means no such curve, though single readings can be large; an effect the other way counts as inactive or inconclusive.

SMILES	EPAC2 ag	EPAC1 antagonist	WRN inhibitor	EPAC1 ag	PLK1 PBD block	IL2 activator	CCT chaperon mod	PI5P4Ka inh
CCOc1cccc(C(=O)Nc2ccc(N(CC)CC)cc2)c1	15%	-15%	1%	15%	0%	1.1	1.5	/
COc1ccc(C(=O)NCCCN2CCOCC2)cc1Br	5%	-2%	-4%	1%	-17%	-0.5	1.6	0
N#CCCn1cc(C(=O)O)c(-c2ccc3ccccc3c2)n1	12%	4%	-21%	-1%	0%	-0.1	1.1	-2
Cc1ccc2c(C)c(C)c(=O)n(C)c2c1	1%	0%	-1%	0%	-1%	-3.5	0.9	15
COc1cccc(COc2ncnc3sccc23)c1	-2%	-8%	-5%	1%	-14%	-0.9	-0.3	8
O=C1NCCN(Cc2cccc(Oc3ccccc3)c2)C1CC(=O)N1CCCCC1 (centres undefined)	4%	9%	-35%	11%	-9%	-1.1	-0.9	-8
CCNC(=S)N(CCN(C)C)Cc1cc2cc3c(cc2[nH]c1=O)OCO3	8%	15%	-2%	11%	1%	0.1	-1.2	2
COc1ccc(CCNC(=O)CSc2nc3[nH]ncc3c(=O)n2-c2ccccc2Br)cc1OC	12%	?	1%	7%	-6%	-0.1	-1.4	-3
CCc1ccc(C(O)(CC)C(CN2CCOCC2)c2ccccc2)cc1 (centres undefined)	14%	2%	6%	-5%	3%	-4.3	-0.2	3
Cc1ccccc1C(=O)N1CCC(C(=O)N(CC(C)C)c2c(N)n(CC(C)C)c(=O)[nH]c2=O)CC1	2%	6%	-2%	-5%	3%	1.0	0.4	0
COc1cccc(CNC(=O)CN(C)S(=O)(=O)c2ccc3c(c2)c(=O)n(C)c(=O)n3C)c1	-1%	2%	4%	-25%	-6%	-1.3	1.1	0
CCCN(c1ccc(OCC)cc1)S(=O)(=O)c1ccc2c(c1)CCN2C(=O)CCC(=O)O	8%	-9%	-9%	5%	3%	-2.8	1.0	/
COc1ccc(C2(c3ccc(O)cc3O)CC(c3ccccc3Cl)NC(=S)N2)cc1 (centres undefined)	16%	-3%	-3%	27%	-26%	0.0	0.1	-18
COc1ccc(Br)c(C(=O)NCCC(C)C)c1	21%	-1%	2%	3%	-8%	-2.0	-0.2	2
O=C(Nc1ncc2c(n1)-c1ccccc1CC2)c1ccccc1	10%	1%	7%	1%	-5%	-3.6	0.5	0

Among those listed so far, three have bromine.
SMILES	EPAC2 ag	EPAC1 antagonist	WRN inhibitor	EPAC1 ag	PLK1 PBD block	IL2 activator	CCT chaperon mod	PI5P4Ka inh
COc1ccc(C(=O)NCCCN2CCOCC2)cc1Br	5%	-2%	-4%	1%	-17%	-0.5	1.6	0
COc1ccc(CCNC(=O)CSc2nc3[nH]ncc3c(=O)n2-c2ccccc2Br)cc1OC	12%	?	1%	7%	-6%	-0.1	-1.4	-3
COc1ccc(Br)c(C(=O)NCCC(C)C)c1	21%	-1%	2%	3%	-8%	-2.0	-0.2	2

(further entries)
SMILES	EPAC2 ag	EPAC1 antagonist	WRN inhibitor	EPAC1 ag	PLK1 PBD block	IL2 activator	CCT chaperon mod	PI5P4Ka inh
N#Cc1c(NC(=S)NC(=O)Cc2cccs2)sc2c1CCCCC2	11%	-21%	-12%	12%	?	-0.2	-0.2	/
COc1ccccc1NC(=O)N1CCC(NC(=O)C2CCCCC2)CC1	16%	10%	1%	2%	-18%	-1.5	-2.5	-14
CCN(CC)C(=O)Oc1ccc2ccccc2c1Cl	-12%	5%	-29%[57.1 µM]	14%	-7%	-0.9	-5.4	15
Cc1cccc(N(C)C(=O)COc2cc(=O)n(C)c3ccccc23)c1	9%	-9%	1%	1%	-16%	-0.4	-0.3	-1
Cc1ccc(Nc2c([N+](=O)[O-])c(=O)oc3ccccc23)cc1C	16%	?	-6%	2%	-10%	0.2	1.6	-1
Cc1ccc(C)c(S(=O)(=O)N2CCCC2CNC(=O)c2ccc([N+](=O)[O-])cc2)c1 (centres undefined)	17%	-15%	4%	14%	-9%	0.2	-2.3	3
O=C(O)c1ccc2c(c1)N(Cc1cccc(F)c1)C(=O)CS2	11%	-2%	1%	-12%	-7%	0.9	1.3	-17
O=c1cc(C(F)(F)F)nc(-n2[nH]c3c(c2=O)CCCC3)[nH]1	5%	10%	-10%[57.1 µM]	20%	-8%	-0.9	-2.0	-11
CC(=O)Nc1cccc(N2C(=O)CC(Cc3ccccc3)C2=O)c1 (centres undefined)	8%	1%	-3%	-3%	2%	1.3	-3.4	0
Cc1ccc(-n2nnnc2CNC(=O)c2ccc3c(c2)OCO3)cc1C	3%	-5%	5%	-13%	-4%	-2.7	-1.8	1
O=C(NCCc1ccccc1)c1ccc2c(c1)N(Cc1ccccc1)C(=O)CS2=O (centres undefined)	13%	-14%	-14%[11.6 µM]	-5%	?	0.5	1.0	-15
Cc1ccc(O)c(C(=O)c2cc(C#N)c(=O)n(-c3c(C)n(C)n(-c4ccccc4)c3=O)c2)c1	9%	2%	-16%	6%	-6%	4.5	-0.9	/
CCN(C[C@H]1N[C@@](Cc2ccccc2)(C(=O)OC)[C@H]2C(=O)N(Cc3ccccc3)C(=O)[C@@H]12)C(=O)COC	9%	-17%	2%	-8%	-12%	-0.8	-0.7	1
O=C(NC(=S)NC1CCSC1=O)c1ccccc1F (centres undefined)	5%	11%	5%	1%	-7%	1.8	-2.8	5
Cc1nnc(NC(=O)CSc2nnc(CC(=O)Nc3ccccc3Cl)n2C)s1	7%	1%	0%	5%	4%	2.8	-15	2
COCCN(C(=S)Nc1c(C)cc(C)cc1C)C(C)c1cccnc1 (centres undefined)	6%	8%	?	-8%	6µM*	0.6	0.6	-18
CN(CC(O)COCc1ccc2c(c1)OCO2)C1CCCCC1 (centres undefined)	8%	-14%	-2%	8%	?	-1.3	0.2	0
CCN(CC)S(=O)(=O)c1ccc2[nH]c(=O)cc(C(=O)Nc3ccc(C)c(S(=O)(=O)N(CC)CC)c3)c2c1	7%	?	-10%	9%	-11%	-4.3	-1.1	-1
CCOc1ccc(S(=O)(=O)N2CCN(C(=O)c3cc(S(=O)(=O)N4CCOCC4)ccc3C)CC2)cc1	-1%	13%	-2%	11%	-5%	-3.2	-1.5	-4
Cc1cccc(C)c1OCC(=O)NCC1CCCO1 (centres undefined)	-1%	6%	-5%	4%	-1%	-0.9	0.6	6
CC(C)NC(=S)Nc1ccc2nc3n(c(=O)c2c1)CCCCC3	0%	-5%	6%	6%	-9%	0.2	0.2	-2
CCCCOP(=O)(OCCCC)C(O)c1ccc(N(C)C)cc1 (centres undefined)	-6%	14%	16%	-11%	-8%	-0.4	-0.3	0
O=C(c1ccccc1NS(=O)(=O)c1ccc([N+](=O)[O-])cc1[N+](=O)[O-])N1O[C@@H]2C=C[C@H]1C2	5%	-29%	?	3%	?	-0.3	-2.2	-29
CC(C)CN(C(=O)COC(=O)CNC(=O)c1ccccc1F)c1c(N)n(Cc2ccccc2)c(=O)[nH]c1=O	-5%	-23%	-4%	-14%	-5%	0.1	0.3	4
COc1ccc2cc(C(=O)N3CCN(c4cccc(C)c4C)CC3)[nH]c2c1	11%	-12%	6%	17%	1%	0.5	-0.3	13
CCOC(=O)CC1C(=O)NCCN1c1nc2ccc(C)cn2c(=O)c1/C=C1\SC(=S)N(CC(C)C)C1=O (centres undefined)	?	30%[activator]	-30%	9%	36%[activator]	13	-1.8	-4
CCN(C(=O)c1cccc(Br)c1)c1ccccc1	12%	2%	0%[57.1 µM]	9%	0%	5.4	0.9	1
COc1c(F)c(F)cc2c(=O)c(C(=O)O)cn(C3CC3)c12	4%	-9%	10%	12%	-14%	-3.2	-4.2	2
COc1ccc2c(c1)CCc1cc(C(=O)O)sc1-2	-2%	9%	1%	-2%	-4%	-2.7	0.7	-1
COc1cc(/C=N/Nc2nc3ccccc3[nH]2)ccc1O	-7%	-4%	-26%	-7%	-4%	0.4	-4.7	-4
Cc1ccc(S(=O)(=O)Oc2ccc(/C=C3/C(=N)N4C(=NC3=O)SN=C4S(C)(=O)=O)cc2)cc1	-1%	-24%	?	-10%	21µM*	-0.3	0.2	-59*
COc1ccc(NC(=O)COC(=O)Cc2c(F)cccc2Cl)cc1OC	6%	-1%	-3%	6%	?	-3.4	1.9	-17
CCCCCn1c(=O)[nH]c2cc(C(=O)N3CCN(CC)CC3)ccc2c1=O	-12%	4%	7%	-9%	-2%	-0.8	-1.6	/
O=C(Nc1nc2ccccc2[nH]1)c1ccc(OC(F)F)cc1	5%	2%	-6%[57.1 µM]	2%	-3%	-0.6	-1.7	1
CCCCNC(=O)C1(NC(=O)Nc2ccc(C)cc2)CCCCC1	1%	-26%	-10%[57.1 µM]	4%	7.5µM*	-1.0	-0.7	?
COCCCn1cnnc1SCc1nc2sc(C(C)=O)c(C)c2c(=O)[nH]1	10%	-17%	-11%	3%	-4%	-1.5	0.3	-27
CCCc1nc(SCC(=O)Nc2cc(C)on2)c2ccccc2n1	6%	-1%	1%	-4%	-4%	1.9	-3.7	/
Cc1cc(C)cc(N2C(=O)CN(Cc3ccccc3)C2=S)c1	13%	-13%	-5%	-6%	24µM*	0.5	-1.6	-6
COc1cccc(NC(=O)CN(C)C(=O)COc2cc(C)ccc2Cl)c1	9%	-6%	2%	-3%	-6%	-1.4	-3.3	4
COc1ccc(C(=O)NC(=S)NNC(=O)c2cccc(C)c2)cc1	15%	19%	-12%	5%	?	2.2	0.2	-6
Cc1oc(-c2ccccc2F)nc1CS(=O)CC(=O)NC1CC1 (centres undefined)	10%	0%	-5%	7%	-14%	-0.9	-2.1	-1
COc1ccccc1C(CNC(=O)c1cccc(S(=O)(=O)Nc2ccc(F)cc2)c1)N(C)C (centres undefined)	0%	-7%	-7%	4%	-7%	0.0	1.3	0
C=CCOc1ccc(/C=N/NC(=O)CN(c2cc(Cl)ccc2OC)S(=O)(=O)c2ccc(C)c([N+](=O)[O-])c2)cc1	-2%	-8%	-28%	9%	-1%	0.0	-2.1	2

Some of the compounds tested; count on the stated rates, not on these rows.
